Source: PubChem BioAssay
PfGluPho inh – PfG6PD (Plasmodium falciparum) enzyme inhibition; PfGluPho enzyme, NADPH resazurin-diaphorase fluorescence; actives 0.78% (n = 350,000); inhibition, % at 20 µM;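 active = inhibition reaching at least a set limit at 20 µM in the primary screen, cut at about 59% in these data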;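 note: 0% = DMSO wells with substrate and 100% = DMSO wells lacking glucose-6-phosphate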
HKDC1 inhibitor – inhibitors of human hexokinase HKDC1; AID 493160; actives 0.16% (n = 340,000); inhibition, % at 20 µM; Q2TB90; recombinant HKDC1, G6PDH/diaphorase resazurin coupled fluorescence;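 active = inhibition above about 35% when tested at 20 µM, limit read from the data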;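 note: plate controls were DMSO wells with enzyme for no effect and DMSO wells lacking enzyme for full effect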
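Test system: Recombinant HKDC1 (HK5) hexokinase enzyme, produced in-house | Input: HKDC1 at 5 µg/mL | Buffer or medium: Tris pH 8.0 buffer with MgCl2, Tween-20, BSA, BME | Schedule: 90 min reaction incubation at room temperature, dark | Technique: Resazurin-to-resorufin fluorescence via G6PDH and diaphorase coupling, 525/613 nm | Controls: DMSO wells with and without enzyme mix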
SENP1 FRET inh – inhibitors of human SENP1 SUMO protease catalytic domain; Q9P0U3; recombinant SENP1 catalytic domain, CyPet-SUMO1-YPet FRET cleavage; inhibition, % at 10 µM; actives 0.21% (n = 360,000);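 active = inhibition at least 30% at 10 µM, raw YFP signal under a set limit, fluorescence ratio 0.5 to 1.5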;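 note: 0% = enzyme with DMSO and 100% = no enzyme wells; some results filed as inactive read as strong as hits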
Target sequence (Q9P0U3 419-644 limits assumed): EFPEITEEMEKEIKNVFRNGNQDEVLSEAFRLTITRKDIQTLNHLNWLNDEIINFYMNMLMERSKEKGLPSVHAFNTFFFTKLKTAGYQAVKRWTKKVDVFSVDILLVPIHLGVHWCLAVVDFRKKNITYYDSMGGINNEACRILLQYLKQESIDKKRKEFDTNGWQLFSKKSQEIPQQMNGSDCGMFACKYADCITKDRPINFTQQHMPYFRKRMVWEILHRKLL
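System: Recombinant human SENP1 catalytic domain, His6-tagged | Incubation: Enzyme reaction for 50 min at room temperature, dark | Medium: Tris pH 8 with BME, BSA, NP40 and catalase | Also added: 25 nM SUMO1 FRET substrate | Compound: 10 µM single point, 0.5% DMSO | Measured by: FRET fluorescence in CFP and YFP emission channels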
SENP8 block-1 – inhibitors of human SENP8 protease; inhibition, % at 10 µM; AID 2540; actives 1.2% (n = 330,000); purified SENP8, Z-RLRGG-aminoluciferin cleavage, luminescence; in the data active = inhibition above about 50%
Target sequence (Q96LD8 whole entry, looked up): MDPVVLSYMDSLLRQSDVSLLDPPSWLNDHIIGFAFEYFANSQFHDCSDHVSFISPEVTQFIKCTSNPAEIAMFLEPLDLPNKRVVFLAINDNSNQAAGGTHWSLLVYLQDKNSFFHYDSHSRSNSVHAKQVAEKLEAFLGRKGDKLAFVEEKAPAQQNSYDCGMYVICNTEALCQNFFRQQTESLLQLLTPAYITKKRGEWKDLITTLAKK
NLRP3 yeast inh – inhibitors of NALP3 inflammasome in yeast; inhibition, % at 10 µM; Yeast reconstituted NLRP3/ASC/caspase-1, beta-gal luminescence, 24 h; actives 0.39% (n = 330,000);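 active = inhibition of 50% or more; inactive = inhibition below 50%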;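 note: plate controls were induced DMSO wells for no effect and uninduced yeast grown without galactose for full effect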
SENP6 inh – inhibitors of human SENP6 protease. Q9GZR1. Recombinant SENP6 catalytic domain, aminoluciferin luminescence. inhibition, % at 10 µM. actives 1.8% (n = 330,000). AID 2599;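 active = inhibition above about 50% at the single tested dose, limit read from the data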;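 note: plate controls were DMSO wells with enzyme for no effect and DMSO wells lacking enzyme for full effect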
Target sequence (Q9GZR1 628-1112 limits assumed): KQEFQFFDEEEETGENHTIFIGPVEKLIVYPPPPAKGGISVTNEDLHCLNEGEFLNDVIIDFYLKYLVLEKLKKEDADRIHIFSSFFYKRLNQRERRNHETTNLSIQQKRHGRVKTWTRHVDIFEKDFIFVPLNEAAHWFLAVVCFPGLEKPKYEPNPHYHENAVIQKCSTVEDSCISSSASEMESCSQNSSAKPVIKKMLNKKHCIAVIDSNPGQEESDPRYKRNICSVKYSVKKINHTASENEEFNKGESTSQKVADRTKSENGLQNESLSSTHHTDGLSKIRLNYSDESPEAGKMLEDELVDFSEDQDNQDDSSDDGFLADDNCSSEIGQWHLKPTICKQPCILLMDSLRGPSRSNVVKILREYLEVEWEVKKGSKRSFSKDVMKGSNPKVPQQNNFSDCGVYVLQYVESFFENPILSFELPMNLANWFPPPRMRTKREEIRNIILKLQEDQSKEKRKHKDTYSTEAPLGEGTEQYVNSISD
Apaf-1 inh – human Apaf-1 inhibition. O14727. reconstituted apoptosome caspase-3 activity, DEVD-Rh110 fluorescence. inhibition, % at 20 µM. actives 0.71% (n = 330,000). AID 489030; active = inhibition of at least 40% at 20 µM;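 note: plate controls were DMSO wells for no effect and DEVD-CHO caspase inhibitor wells for full effect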
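Medium: Hepes buffer, pH 7.5 / System: biochemical Apaf-1 apoptosome reconstitution / Measured by: Rh110 fluorescence, excitation 480 nm, emission 540 nm / Times: compound with Apaf-1, dATP, procaspase-3 30 min, then 50 min reaction, room temperature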
SENP7 block – blocks the human protease SENP7 | inhibition, % at 5 µM | Q9BQF6 | recombinant SENP7, Z-RLRGG-aminoluciferin luminescence, 40 min | actives 1.5% (n = 330,000) | AID 434973;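 active = inhibition above about 50% at the single test dose, limit read from the data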;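 note: plate controls were DMSO with enzyme for no effect and no enzyme buffer wells for full effect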
SENP8 block-2 – inhibitors of human SENP8 protease; Q96LD8; recombinant SENP8, Nedd8 substrate fluorescence; inhibition, % at 20 µM; actives 0.64% (n = 360,000); AID 602440; in the data active = inhibition mostly above about 40%, no sharp cut-off; inactive = mostly below about 27%
The depositor's hits bear a star. Compounds were not picked by outcome; any-hit rate near 4.1%.

Results for COCCN(C(=O)COC(=O)c1ccccc1Cc1ccccc1)c1c(N)n(Cc2ccccc2)c(=O)[nH]c1=O ?
PfGluPho inh: -12; HKDC1 inhibitor: 1; SENP1 FRET inh: 1; SENP8 block-1: -11; NLRP3 yeast inh: 12; SENP6 inh: -17; Apaf-1 inh: 14; SENP7 block: -7; SENP8 block-2: 12

What do the screens show for `COC(=O)c1nn(-c2nc(-c3ccc(OC)c(OC)c3)cc(C(F)(F)F)n2)cc1[N+](=O)[O-]`?
PfGluPho inh: -2; HKDC1 inhibitor: -4; SENP1 FRET inh: -1; SENP8 block-1: -8; NLRP3 yeast inh: -8; SENP6 inh: 1; Apaf-1 inh: 1; SENP7 block: -9; SENP8 block-2: -141

How did COc1ccc(C(=O)Nc2ccc(-c3ccc(C)o3)cc2)cc1S(=O)(=O)N1CCOCC1 do in these assays?
PfGluPho inh: 23; HKDC1 inhibitor: -3; SENP1 FRET inh: -7; SENP8 block-1: -1; NLRP3 yeast inh: -3; SENP6 inh: -4; Apaf-1 inh: 21; SENP7 block: 7; SENP8 block-2: -338

What do the screens show for `COc1cccc(-c2cc(C(=O)Nc3ccc(N(C)C(C)=O)cc3)c3cc(Br)ccc3n2)c1`?
PfGluPho inh: 12; HKDC1 inhibitor: 1; SENP1 FRET inh: 0; SENP8 block-1: 4; NLRP3 yeast inh: 21; SENP6 inh: -21; Apaf-1 inh: 0; SENP7 block: 0; SENP8 block-2: -7

Results for CC(C)OC(=O)c1c(NC(=O)CCn2nnc3ccccc32)sc2c1CCCC2 ?
PfGluPho inh: 16; HKDC1 inhibitor: 8; SENP1 FRET inh: -18; SENP8 block-1: -7; NLRP3 yeast inh: 17; SENP6 inh: -17; Apaf-1 inh: 32; SENP7 block: -13; SENP8 block-2: -26

How did Cc1cccc(OCCCC(=O)NNC(=O)c2ccncc2)c1 do in these assays?
PfGluPho inh: -14; HKDC1 inhibitor: -3; SENP1 FRET inh: -2; SENP8 block-1: -16; NLRP3 yeast inh: 24; SENP6 inh: -4; Apaf-1 inh: 2; SENP7 block: 10; SENP8 block-2: 3

How did CCOC(=O)C1C(c2ccccc2)C(C(=O)OCC)S(=O)(=O)C(CCN(CC)CC)S1(=O)=O (stereo not drawn) do in these assays?
PfGluPho inh: 21; HKDC1 inhibitor: -4; SENP1 FRET inh: 1; SENP8 block-1: -1; NLRP3 yeast inh: 3; SENP6 inh: -15; Apaf-1 inh: -3; SENP7 block: -1; SENP8 block-2: 7

How did CCN(CC)c1ccc(/C=N/NC(=O)c2ccc3nc[nH]c3c2)c(O)c1 do in these assays?
PfGluPho inh: -10; HKDC1 inhibitor: -25; SENP1 FRET inh: -102; SENP8 block-1: 0; NLRP3 yeast inh: 6; SENP6 inh: 7; Apaf-1 inh: 10; SENP7 block: 5; SENP8 block-2: -417

Results for Cc1ccc(C(C(=O)NC2CCCC2)N(C(=O)CNC(=O)c2cccs2)c2cccnc2)o1 (stereo not drawn) ?
PfGluPho inh: 3; HKDC1 inhibitor: -1; SENP1 FRET inh: 2; SENP8 block-1: -2; NLRP3 yeast inh: 11; SENP6 inh: 2; Apaf-1 inh: -4; SENP7 block: 0; SENP8 block-2: 8

Results for CCc1ccc2[nH]c(C(=O)N(C)c3ccc(F)cc3F)cc2c1 ?
PfGluPho inh: -9; HKDC1 inhibitor: 1; SENP1 FRET inh: -7; SENP8 block-1: -13; NLRP3 yeast inh: 4; SENP6 inh: -16; Apaf-1 inh: 18; SENP7 block: -8; SENP8 block-2: -19

What do the screens show for `COc1ccccc1OCC(O)Cn1c(=N)n(Cc2ccccc2)c2ccccc21` (stereo not drawn)?
PfGluPho inh: -8; HKDC1 inhibitor: -5; SENP1 FRET inh: 1; SENP8 block-1: -1; NLRP3 yeast inh: 11; SENP6 inh: -2; Apaf-1 inh: -10; SENP7 block: -11; SENP8 block-2: 14

How did O=C(O)c1ccc(NC(=S)Nc2ccccc2)cc1 do in these assays?
PfGluPho inh: -9; HKDC1 inhibitor: -5; SENP1 FRET inh: 1; SENP8 block-1: 3; NLRP3 yeast inh: 14; SENP6 inh: 10; Apaf-1 inh: -5; SENP7 block: 18; SENP8 block-2: 13

How did Cc1[nH]c(C)c(S(=O)(=O)NCc2ccco2)c1C(=O)N1CCCCC1 do in these assays?
PfGluPho inh: 20; HKDC1 inhibitor: -2; SENP1 FRET inh: -1; SENP8 block-1: 7; NLRP3 yeast inh: 7; SENP6 inh: -5; Apaf-1 inh: -1; SENP7 block: 1; SENP8 block-2: 9

What do the screens show for `Cn1nnnc1SCC(=O)NCC(=O)c1ccccc1`?
PfGluPho inh: -1; HKDC1 inhibitor: -13; SENP1 FRET inh: 1; SENP8 block-1: -4; NLRP3 yeast inh: 6; SENP6 inh: -9; Apaf-1 inh: -26; SENP7 block: 2; SENP8 block-2: 25

Results for Cc1ccc(C)c(N2CCN(S(=O)(=O)c3ccc4[nH]c(=O)c(=O)[nH]c4c3)CC2)c1 ?
PfGluPho inh: -48; HKDC1 inhibitor: 3; SENP1 FRET inh: 2; SENP8 block-1: -10; NLRP3 yeast inh: 17; SENP6 inh: 11; Apaf-1 inh: 23; SENP7 block: -2; SENP8 block-2: -95

How did CCOC(=O)C1CCCCN1Cc1cccc(OCc2ccccc2)c1 (stereo not drawn) do in these assays?
PfGluPho inh: 2; HKDC1 inhibitor: -1; SENP1 FRET inh: 2; SENP8 block-1: -3; NLRP3 yeast inh: 36; SENP6 inh: 9; Apaf-1 inh: 13; SENP7 block: -11; SENP8 block-2: 1

Results for CC(=O)Nc1ccc(Nc2ncnc(N)c2[N+](=O)[O-])cc1 ?
PfGluPho inh: 13; HKDC1 inhibitor: 4; SENP1 FRET inh: -1; SENP8 block-1: -2; NLRP3 yeast inh: 11; SENP6 inh: 4; Apaf-1 inh: 0; SENP7 block: -5; SENP8 block-2: 25

How did COC(=O)c1ccc2nc(NC(=O)C3CC3)sc2c1 do in these assays?
PfGluPho inh: 4; HKDC1 inhibitor: 0; SENP1 FRET inh: -7; SENP8 block-1: -5; NLRP3 yeast inh: 16; SENP6 inh: 7; Apaf-1 inh: 7; SENP7 block: 6; SENP8 block-2: 15

Results for O=S(=O)(Nc1ccncc1Cl)c1ccccc1 ?
PfGluPho inh: -11; HKDC1 inhibitor: 6; SENP1 FRET inh: 1; SENP8 block-1: -1; NLRP3 yeast inh: 16; SENP6 inh: -45; Apaf-1 inh: 8; SENP7 block: -5; SENP8 block-2: 25

Results for O=C(CSc1nnc(Cc2cc(=O)[nH]c(=O)[nH]2)n1-c1ccc(Cl)cc1)NCC1CCCO1 (stereo not drawn) ?
PfGluPho inh: 4; HKDC1 inhibitor: 2; SENP1 FRET inh: 28; SENP8 block-1: -3; NLRP3 yeast inh: 5; SENP6 inh: -7; Apaf-1 inh: -1; SENP7 block: 1; SENP8 block-2: 24

What do the screens show for `O=C(Nc1ccc(NC(=O)C2CC2)nc1)c1cnccn1`?
PfGluPho inh: 2; HKDC1 inhibitor: -10; SENP1 FRET inh: 2; SENP8 block-1: 3; NLRP3 yeast inh: 4; SENP6 inh: -15; Apaf-1 inh: -14; SENP7 block: 5; SENP8 block-2: 8

What do the screens show for `COc1ccccc1NC(=O)COc1cc(Br)c(CNCCCN2CCOCC2)cc1OC`?
PfGluPho inh: 15; HKDC1 inhibitor: 5; SENP1 FRET inh: 2; SENP8 block-1: 0; NLRP3 yeast inh: 20; SENP6 inh: 26; Apaf-1 inh: -2; SENP7 block: 3; SENP8 block-2: 16

How did CCOC(=O)N1CCC(NC(=O)c2cccs2)CC1 do in these assays?
PfGluPho inh: -18; HKDC1 inhibitor: -3; SENP1 FRET inh: 0; SENP8 block-1: -7; NLRP3 yeast inh: -37; SENP6 inh: -7; Apaf-1 inh: -18; SENP7 block: 2; SENP8 block-2: 8

How did CN1CCC(=NNC(=O)C(=O)Nc2cccc(Br)c2)CC1 do in these assays?
PfGluPho inh: 7; HKDC1 inhibitor: -5; SENP1 FRET inh: 0; SENP8 block-1: 2; NLRP3 yeast inh: 13; SENP6 inh: 12; Apaf-1 inh: 8; SENP7 block: 8; SENP8 block-2: 5

How did O=c1cc2c(nn1Cc1c(Cl)cccc1Cl)-c1ccccc1CC2 do in these assays?
PfGluPho inh: -6; HKDC1 inhibitor: 1; SENP1 FRET inh: -13; SENP8 block-1: -12; NLRP3 yeast inh: 38; SENP6 inh: -10; Apaf-1 inh: 29; SENP7 block: -3; SENP8 block-2: -52

How did COc1ccc(C(C#N)c2nc3ccccc3nc2Cl)cc1 (stereo not drawn) do in these assays?
PfGluPho inh: -14; HKDC1 inhibitor: -1; SENP1 FRET inh: -1; SENP8 block-1: -11; NLRP3 yeast inh: 15; SENP6 inh: -14; Apaf-1 inh: 8; SENP7 block: -3; SENP8 block-2: 12

What do the screens show for `Cc1cc(F)ccc1NC(=O)C1CCN(C(=O)Nc2ccccc2)CC1`?
PfGluPho inh: -3; HKDC1 inhibitor: -8; SENP1 FRET inh: 2; SENP8 block-1: -3; NLRP3 yeast inh: 7; SENP6 inh: -11; Apaf-1 inh: -2; SENP7 block: -2; SENP8 block-2: 20

What do the screens show for `CCOC(=O)C1=NNC2C(=O)N(Cc3ccccc3)C(=O)C12` (stereo not drawn)?
PfGluPho inh: 10; HKDC1 inhibitor: -3; SENP1 FRET inh: 1; SENP8 block-1: 4; NLRP3 yeast inh: 10; SENP6 inh: 3; Apaf-1 inh: -23; SENP7 block: 1; SENP8 block-2: 4

What do the screens show for `CCCN(CCC)CCCNC(=O)c1cc2c(=O)n(CC)c3ccccc3c2s1`?
PfGluPho inh: 12; HKDC1 inhibitor: 12; SENP1 FRET inh: 0; SENP8 block-1: 7; NLRP3 yeast inh: 12; SENP6 inh: -32; Apaf-1 inh: 6; SENP7 block: 10; SENP8 block-2: -270

Results for Cc1nn(CC(=O)N2CCOCC2)c(C)c1[N+](=O)[O-] ?
PfGluPho inh: -14; HKDC1 inhibitor: -10; SENP1 FRET inh: 2; SENP8 block-1: -12; NLRP3 yeast inh: 1; SENP6 inh: 3; Apaf-1 inh: -11; SENP7 block: -5; SENP8 block-2: 9

How did Cc1onc(-c2ccc(Cl)cc2Cl)c1-c1csc(COc2ccccc2)n1 do in these assays?
PfGluPho inh: -1; HKDC1 inhibitor: 0; SENP1 FRET inh: 1; SENP8 block-1: 7; NLRP3 yeast inh: 6; SENP6 inh: -19; Apaf-1 inh: -4; SENP7 block: -5; SENP8 block-2: 25

In the list so far, these have an aryl thioether with sulfur outside any ring.
What do the screens show for `Cn1nnnc1SCC(=O)NCC(=O)c1ccccc1`?
PfGluPho inh: -1; HKDC1 inhibitor: -13; SENP1 FRET inh: 1; SENP8 block-1: -4; NLRP3 yeast inh: 6; SENP6 inh: -9; Apaf-1 inh: -26; SENP7 block: 2; SENP8 block-2: 25

Results for O=C(CSc1nnc(Cc2cc(=O)[nH]c(=O)[nH]2)n1-c1ccc(Cl)cc1)NCC1CCCO1 (stereo not drawn) ?
PfGluPho inh: 4; HKDC1 inhibitor: 2; SENP1 FRET inh: 28; SENP8 block-1: -3; NLRP3 yeast inh: 5; SENP6 inh: -7; Apaf-1 inh: -1; SENP7 block: 1; SENP8 block-2: 24
